# Bioassay records (PubChem)
# G6PDH CS: L. mesenteroides G6PDH inhibitors, counter-screen for G6PDH-coupled screening assays, biochemical, Leuconostoc mesenteroides enzyme. glucose-6-phosphate dehydrogenase [Leuconostoc mesenteroides]. Purified L. mesenteroides G6PDH, diaphorase/resazurin coupled fluorescence, 45 min. inhibition, % at 5 µM. actives 0.12% (n = 200,000). AID 1020, 2008; in the data active = inhibition above about 50%
# PMI act: activators of human PMI, primary screen, biochemical, fluorescence intensity, near-Km mannose 6-phosphate; purified human PMI, coupled resazurin fluorescence, 20 min; stronger effect = higher value; 1 = vehicle control, 0 substrate-free wells; Mannose-6-phosphate isomerase (Homo sapiens), P34949; actives 0.005% (n = 190,000); activation factor at 20 µM;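 active = activation factor of 2 or more at 20 µM, relative to plate controls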
# TR-FRET SRC-2 ct: TR-FRET signal artefacts, primary screen, artefact control for PPARgamma SRC-2 agonist project, biochemical | TR-FRET artefact counter-screen; stronger effect = higher value | TR-FRET ratio at 8 µM | AID 1049, 2008 | actives 0.4% (n = 200,000); in the data active = TR-FRET ratio above about 2000; also: inactives centre near 1500
# ROMK primary: ROMK potassium channel modulators, primary screen, cell-based, thallium flux, MLSMR library. ATP-sensitive inward rectifier potassium channel 1 (Homo sapiens), P48048. Tet-inducible ROMK, thallium flux fluorescence; actives lie on both sides. B-score at 10 µM. actives 2% (n = 130,000);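 active = signal ratio slope over the read window, or its plate-corrected B-score, at least 3 SD from the plate mean, either direction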;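 also: B-score of the F/F0 ratio slope over 7 to 12 s after thallium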
# PPARg SRC3 recr: PPARgamma agonists recruiting SRC-3 coactivator, primary screen, biochemical; biochemical PPARgamma/SRC-3 coactivator recruitment assay; activation, % at 8 µM; actives 0.26% (n = 200,000); AID 731, 2007; in the data active = activation above about 23%;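 also: 0% = DMSO and 100% = reference agonist; some compounds past the cut are filed as inactive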
# Target sequence (P37231 whole entry, looked up): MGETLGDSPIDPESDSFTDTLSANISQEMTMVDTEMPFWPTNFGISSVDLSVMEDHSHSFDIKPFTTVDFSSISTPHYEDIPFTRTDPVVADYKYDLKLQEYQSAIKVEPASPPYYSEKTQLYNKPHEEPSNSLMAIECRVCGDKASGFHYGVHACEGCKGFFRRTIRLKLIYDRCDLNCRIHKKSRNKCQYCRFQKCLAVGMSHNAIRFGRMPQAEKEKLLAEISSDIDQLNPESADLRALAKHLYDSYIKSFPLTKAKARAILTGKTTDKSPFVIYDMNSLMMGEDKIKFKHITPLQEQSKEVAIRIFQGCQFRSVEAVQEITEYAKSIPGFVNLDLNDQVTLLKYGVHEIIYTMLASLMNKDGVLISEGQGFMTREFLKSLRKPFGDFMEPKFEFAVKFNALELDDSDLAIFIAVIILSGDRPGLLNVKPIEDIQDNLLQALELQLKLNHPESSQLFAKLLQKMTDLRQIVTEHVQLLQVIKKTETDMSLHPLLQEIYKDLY
# Diaph act CS: compounds boosting diaphorase resazurin reduction – biochemical, uHTS, resorufin fluorescence, counter-screen for diaphorase-coupled primary assays, primary screen; activation factor at 20 µM; Diaphorase/resazurin coupled assay, 16 min; stronger effect = higher value; 1 = vehicle wells, 0 = NADH-free wells; actives 0.005% (n = 190,000);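 active = diaphorase activity raised at least twofold by the compound at 20 µM; inactive = activation factor below 2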
#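 Measured by – red resorufin fluorescence at 544/590 nm excitation/emission · Test system – Clostridium kluyveri diaphorase, purified enzyme · Incubation – reaction time 16 min, room temperature · Buffer or medium – 50 mM HEPES pH 7.4 with 4.542 mM MgCl2, 0.005% Tween 20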
# S1P3 antag: S1P3 receptor antagonists, primary screen, cell-based; Sphingosine 1-phosphate receptor 3 (Homo sapiens), Q99500; inhibition, % at 4.98 µM; actives 0.27% (n = 170,000); CHO S1P3 NFAT-BLA reporter, FRET fluorescence, antagonist mode;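 active = inhibition above the plate cutoff, the mean inhibition of test wells on that plate plus 3 SD, cut at about 28% in these data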;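 also: cells challenged with S1P at its EC80 of 0.8 µM; blue over green emission ratio from cleaved BLA substrate after 4 h stimulation; 0% = S1P-stimulated wells and 100% = unstimulated DMSO-only wells; some compounds past the cut are filed as inactive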
# Target sequence (Q99500 whole entry, looked up): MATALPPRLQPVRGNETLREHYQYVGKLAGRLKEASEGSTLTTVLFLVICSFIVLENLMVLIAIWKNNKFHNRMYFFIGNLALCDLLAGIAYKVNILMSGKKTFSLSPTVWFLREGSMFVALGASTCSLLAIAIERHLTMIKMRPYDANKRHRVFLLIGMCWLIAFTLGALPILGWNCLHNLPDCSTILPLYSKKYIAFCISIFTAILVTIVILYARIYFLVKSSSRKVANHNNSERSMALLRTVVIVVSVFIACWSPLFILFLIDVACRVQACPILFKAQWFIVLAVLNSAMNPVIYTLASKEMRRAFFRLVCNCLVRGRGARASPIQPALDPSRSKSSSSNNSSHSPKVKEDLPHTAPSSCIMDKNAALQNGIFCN
# PPARg SRC2 recr: agonists of PPARg-SRC-2 recruitment, primary screen, biochemical, HTS. Peroxisome proliferator-activated receptor gamma (Homo sapiens), P37231. PPARgamma LBD-SRC-2 recruitment. actives 0.34% (n = 200,000). AID 1032, 2008. activation, % at 8 µM; in the data active = activation above about 22%;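 also: 0% = vehicle and 100% = reference agonist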
# PMI act satM6P: human PMI activators, high substrate, primary screen, biochemical, fluorescence intensity, near-saturating mannose 6-phosphate | Mannose-6-phosphate isomerase (Homo sapiens), P34949 | coupled PMI enzyme assay, resazurin fluorescence, 20 min; stronger effect = higher value; 1 = untreated enzyme, 0 = substrate-free blank | activation factor at 20 µM | actives 0.34% (n = 190,000) | AID 1216, 2008;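 active = activation factor of 2 or more at 20 µM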
#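 Test system: human PMI in coupled enzyme assay; Input: PMI at 15 ng/mL final; Medium: HEPES buffer, pH 7.4; Schedule: 20 min incubation at room temperature; Technique: resorufin fluorescence at Ex 544/Em 590 nm; Compound: 20 µM single dose; Probe or stimulus: Near-saturating mannose-6-phosphate, 1.0 mM.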
# Diaphorase inh: diaphorase inhibitors and chemical oxidizers, primary screen, counter-screen for diaphorase-coupled primary assays, biochemical, uHTS, resorufin fluorescence; diaphorase resazurin-to-resorufin fluorescence, NADH, 16 min; bacterial (C. kluyveri) enzyme, not human; inhibition, % at 20 µM; AID 1217, 2008; actives 0.69% (n = 190,000);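 active = primary screen inhibition at 20 µM above a set limit, cut at about 50% in these data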;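 also: plate controls were DMSO with full reaction for no effect and wells lacking NADH for full effect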
#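 System: Bacterial diaphorase enzyme (C. kluyveri) | Incubation: 16-min room-temperature incubation before reading | Benchmarks: No-NADH positive control and DMSO neutral control | Measured by: Resorufin fluorescence 544/590 nm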
# PPARg SRC1 recr: PPARgamma agonists recruiting SRC-1 coactivator, primary screen, biochemical | Peroxisome proliferator-activated receptor gamma (Homo sapiens), P37231 | actives 0.41% (n = 200,000) | activation, % at 8 µM | PPARgamma-SRC-1 coactivator recruitment biochemical assay; in the data active = activation above about 19%;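 also: 0% = DMSO and 100% = reference agonist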
# * = called active by the depositor; . = not tested or not shown.
# Values in the order – G6PDH CS	PMI act	TR-FRET SRC-2 ct	ROMK primary	PPARg SRC3 recr	Diaph act CS	S1P3 antag	PPARg SRC2 recr	PMI act satM6P	Diaphorase inh	PPARg SRC1 recr
O=[N+]([O-])c1cc(F)c(N2CCCCC2)cc1N1CCOCC1
→ 6	0.9	1626	.	2	0.9	.	5	0.9	10	1
CC(C)CCNC(=O)C(C)N(C(=O)c1snc(C(N)=O)c1N)c1cnc2ccccc2c1 (centres undefined)
→ 15	0.9	1591	0.21	-5	0.8	3	-7	0.8	22	0
Cc1nnc(Oc2ccccc2)c2ccccc12
→ 2	1	1654	.	-1	1	-9	-1	0.9	2	4
c1ccc(Cn2nnnc2C(c2ccncc2)N2CCOCC2)cc1 (centres undefined)
→ 0	1	1581	-0.045	-1	0.8	-14	-9	1	16	6
CC(=O)c1ccn(S(=O)(=O)c2ccccc2)c1
→ 1	1	1712	.	2	0.9	5	7	1	7	2
Cc1cccc(N2CCN(C(=O)Cn3nc(Cc4ccncc4)c4ccccc4c3=O)CC2)c1C
→ .	.	1428	.	9	.	-18	8	.	.	-6
O=C(Nc1nnc(-c2ccc3c(c2)CCCC3)o1)C1CCCCC1
→ -7	1	1506	.	-7	1	-31	-4	1	3	-5
O=C(CN1CCN(C/C=C/c2ccccc2)CC1)NCc1ccccc1
→ 7	1	1412	.	-1	1	-17	4	1.1	1	0
CC1CCN(c2ccc(NC(=S)NC(=O)c3ccc(-c4cccc([N+](=O)[O-])c4)o3)cc2)CC1
→ 6	0.9	1319	1.6	8	0.9	.	0	1	8	10
O=c1cc(O)nc(SCc2ccccc2)[nH]1
→ 0	0.8	1476	0.087	3	0.8	-10	10	0.9	17	-1
CCOC(=O)c1csc(NC(=O)c2cc(OC)c(OC)c(OC)c2)n1
→ 14	1	1795	-0.095	18	1.1	6	5	1	-6	7
O=C(Oc1cc(=O)n2ccccc2n1)c1ccccc1
→ 2	1.1	1675	-2.1	4	0.9	-3	2	1.1	12	-5
Cc1cc2c(C)nc(N/N=C/c3ccc(F)cc3)nc2o1
→ -18	1.2	1465	1.8	0	0.9	11	6	1.4	6	-3
COC(=O)N/N=C/c1ccccc1OCc1ccccc1
→ 5	1	1482	-0.69	0	0.9	-1	-4	0.9	9	-3
CCOc1ccc(NS(=O)(=O)c2cc(NC(=O)c3cccc(C)c3)ccc2Cl)cc1
→ -24	0.8	1605	.	5	0.8	11	-1	0.8	19	3

# Another view of two compounds above:
Compound,G6PDH CS,PMI act,TR-FRET SRC-2 ct,ROMK primary,PPARg SRC3 recr,Diaph act CS,S1P3 antag,PPARg SRC2 recr,PMI act satM6P,Diaphorase inh,PPARg SRC1 recr
Cc1cc2c(C)nc(N/N=C/c3ccc(F)cc3)nc2o1,-18,1.2,1465,1.8,0,0.9,11,6,1.4,6,-3
O=c1cc(O)nc(SCc2ccccc2)[nH]1,0,0.8,1476,0.087,3,0.8,-10,10,0.9,17,-1

# (next part)
# Values in the order – G6PDH CS	PMI act	TR-FRET SRC-2 ct	ROMK primary	PPARg SRC3 recr	Diaph act CS	S1P3 antag	PPARg SRC2 recr	PMI act satM6P	Diaphorase inh	PPARg SRC1 recr
CCOc1ccc(C(=O)/C=C/c2ccc(SC)cc2)cc1
→ -1	0.9	1648	.	-3	0.9	.	3	1	13	-9
CC(C)(C)NC(=O)/C(=C\c1ccco1)NC(=O)c1cccs1
→ 3	0.9	1681	-0.25	2	0.9	-14	0	1	9	-5
Nc1ccc(Oc2ccc([N+](=O)[O-])cc2[N+](=O)[O-])cc1
→ 3	0.9	1644	2.4	4	0.9	.	4	1	7	2
Cc1ccc(NC2c3ncccc3C(=O)N2C2CCCCC2)cc1C (centres undefined)
→ 0	0.8	1589	0.032	6	0.8	-2	0	0.9	20	8
O=C(NC1CCCC1)C(c1cccnc1)N(CCc1ccccc1)C(=O)c1ccco1 (centres undefined)
→ 19	1	1434	0.039	0	1	-14	-6	1	3	-6
COc1ccc(N2C(=O)CCC(C(C)=O)=C2C)cc1
→ 4	1.1	1855	-0.1	7	0.9	0	-5	0.9	12	5
CC(C)CNC(=O)c1cccc(NC(=O)Cc2ccc(Br)cc2)c1
→ -4	1	1570	.	4	0.9	30*	8	1	8	-1
COc1ccccc1N1CCN(c2ncnc3c2oc2ccccc23)CC1
→ -4	0.9	1497	0.93	0	0.7	-36	11	0.9	25	8
O=C(O)CCn1cc(/C=N/O)c(-c2cccc([N+](=O)[O-])c2)n1
→ -1	1.3	1455	-0.037	2	0.9	20	10	1.1	5	1
CCOC(=O)c1ccc(N2CN(CC)CNC2=S)cc1
→ 8	0.9	1445	.	3	1	3	2	1	-3	4
CCc1ccccc1N1C(=O)CC(N2CCc3ccccc32)C1=O (centres undefined)
→ 8	1	1505	-0.047	1	0.9	9	4	1	15	2
Cc1ccc(-n2nnnc2CSc2nnc(-c3ccc(O)cc3)o2)cc1
→ -3	1	1545	0.61	1	1	-2	-3	1.1	-2	-2
Cc1ccc(S(=O)(=O)NCc2ccncc2)c(C)c1C
→ 12	.	1424	-2.6	-2	.	35*	3	.	.	6
COCCCNC(=S)Nc1ccc2c(c1)OCCO2
→ -2	0.9	1583	.	-4	0.9	-7	5	1	8	3
COc1ccc(-n2ccsc2=S)cc1
→ -2	1	1596	.	4	0.9	-23	3	1	15	2
CCOC(=O)CSCC(=O)Nc1ccc(S(=O)(=O)N2CCCCC2)cc1
→ 8	1	1511	0.018	-1	0.9	.	7	1	6	2
COc1ccccc1N1CCN(C(=O)c2cc(C)oc2C)CC1
→ 1	1.1	1684	0.024	1	1.1	-9	-1	1	-8	8
COC(=O)c1ccc2c(=O)n(CCCN3CCCC3=O)c(=S)[nH]c2c1
→ -11	1	1813	.	11	0.9	-25	16	1	8	5
Clc1ccccc1Cc1noc(CN2CCN3CCCC3C2)n1 (centres undefined)
→ 7	1	1602	0.88	0	0.9	-7	1	1.1	14	9
O=C(CNc1cccc(C(F)(F)F)c1)N/N=C/c1cn(-c2ccccc2)nc1-c1ccccc1
→ 7	0.8	1622	0.2	8	0.9	17	6	0.9	10	10
CC(=O)Nc1ccc(N2CCCCC2)c(C(=O)Nc2cccc(C)c2)c1
→ 16	0.9	1466	.	-5	0.8	.	-4	1	19	7
Cc1ccc(-n2c(P(C)(=O)O)nc3ccccc32)cc1
→ 4	1.1	1556	-0.41	4	1.1	5	1	1	-11	6
COCCNC(=O)CSc1nc(-c2ccc(OC)c(OC)c2)cc(C(F)(F)F)n1
→ -2	0.9	1508	.	-2	0.9	-14	-6	0.8	14	-5
O=C(c1ccccc1CCc1ccccc1)N1CCN(c2ccccn2)CC1
→ -6	0.9	1340	-0.083	4	1	20	1	1	4	0
Cc1ccc2[nH]c3c(=O)n4c(nc3c2c1)SCC4
→ -1	0.9	1534	-0.13	3	1.1	-16	-1	1	-9	4
COc1ccc(NC(=O)C2(c3ccc(NC(=O)c4ccc(OC(C)=O)cc4)cc3)CCCC2)cc1
→ -3	1	1567	.	10	0.8	.	7	1	16	3
C=C(C)COc1ccc(-c2[nH]ncc2Oc2ccccc2OCC)c(O)c1
→ 9	0.9	1507	0.2	-5	0.9	-24	12	0.9	13	-6
CCNC(=S)N/N=C/c1ccc(F)cc1
→ -2	1	1547	-0.67	8	0.8	-3	3	1	16	10
CSc1ccc(C(=S)N2CCN(Cc3ccccc3)CC2)cc1
→ 1	0.9	1755	.	5	0.6	.	5	0.8	36	-4
C#CCSc1nnc(-c2cc3c(C(F)(F)F)nn(C)c3s2)n1C
→ 2	1	1671	.	1	1	.	-6	1	-1	-4
NC(=O)c1ccc(NCCCN2CCOCC2)c([N+](=O)[O-])c1
→ 10	0.9	1408	0.066	0	1	15	4	0.9	-1	6
COCCCn1c(CCC(=O)O)ccc1-c1cccs1
→ 7	0.8	1628	.	1	0.8	-11	2	0.8	16	-1
CCOc1cc(C(=O)NCc2ccncc2)cc(OCC)c1OCC
→ 22	1	1435	0.59	-5	1	-4	4	1	-2	-6
Cc1cc2ncn(S(=O)(=O)c3ccc(S(=O)(=O)N4CCOCC4)cc3)c2cc1C
→ -8	0.9	1599	.	-3	0.8	-15	11	1	15	4
Cc1ccc(N(CN2CCCC2=O)C(=O)c2ccccc2)cc1
→ 4	1	1456	.	0	0.9	-14	1	1	6	5
CC1CCCC(NC(=O)CCCn2c(=O)[nH]c3cc(Cl)ccc3c2=O)C1C (centres undefined)
→ -4	1	1352	-0.097	-6	0.7	.	3	1	27	-2
O=C(Nc1ccc2c(c1)OCO2)OCc1ccccc1
→ 3	0.9	1448	.	-4	1	13	-4	1	4	2
O=C(CNC(=O)c1ccc2c(c1)OCCO2)N/N=C/c1ccc(O)cc1O
→ 8	1	1559	.	0	0.8	8	-6	1.2	16	-7
Cc1ccc(-n2ncc3c2ncn2c(C)nnc32)cc1C
→ 7	1.1	1668	.	13	1	1	5	1.1	3	-1
CC1=C(C(=O)N(C)Cc2ccccc2)C2(CCC(C)CC2)OC1=O (centres undefined)
→ 15	1	1385	.	-8	0.9	-2	-7	1	10	-6
Cc1ccc(N2Cc3ccccc3C2=S)cc1
→ -2	1.1	1590	0.44	2	0.9	-16	-6	1.2	12	6
O=C(c1ccccc1)N1CCN(C(=S)NCc2ccc3c(c2)OCO3)CC1
→ 6	1	1430	-0.19	-1	0.8	1	-2	1.1	15	2
CC(=O)Nc1ccc(S(=O)(=O)N2CCN(C(=O)Cc3ccccc3)CC2)cc1
→ 9	0.9	1550	.	-2	0.8	-5	8	0.9	16	2
O=S(=O)(NCc1cccnc1)c1ccc(Cl)c(Cl)c1Cl
→ 9	1	1520	.	-3	0.9	-7	-10	1.1	6	-7
O=C(NC1CCCc2ccccc21)c1ccc(=O)[nH]c1 (centres undefined)
→ 7	0.9	1468	.	3	0.9	.	-14	0.9	5	-8
